Gli-Sufu block: antagonists of Gli-Sufu signaling; Sufu-KO-LIGHT fibroblasts, Gli luciferase reporter luminescence; inhibition, % at 5 µM; hit rate 0.74% among 340,000;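 active = inhibition above about 55%, limit read from the data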;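 note: 0% = DMSO-treated cells and 100% = wells with medium but no cells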
CXCR6 inh: inhibitors of human CXCR6 receptor. O00574. CHO-K1 PathHunter CXCR6 beta-arrestin, luminescence. inhibition, % at 20 µM. hit rate 0.36% among 360,000; in the data active = inhibition above about 34%, passing the limit was not always enough;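 note: antagonist mode with CXCL16 agonist at 10 nM final; 0% = 10 nM CXCL16 with DMSO and 100% = unstimulated wells without agonist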
Jurkat NFkB inh: inhibitors of the PMA/ionomycin-induced NF-kB reporter in Jurkat cells | AID 435003 | hit rate 0.53% among 330,000 | PMA/ionomycin-induced NF-kB luciferase reporter, luminescence | inhibition, % at 4 µM; in the data active = inhibition above about 50%
CCR6 antag: antagonists of human CCR6 receptor; CHO-K1 CCR6 PathHunter beta-arrestin, luminescence, CCL20-stimulated; inhibition, % at 20 µM; AID 493098; P51684; hit rate 0.49% among 340,000;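 active = compounds whose inhibition of the agonist-driven luminescence signal at 20 µM reaches about 50%, limit read from the data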;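 note: cells stimulated with CCL20 at 14 nM final; plate controls were DMSO with CCL20 for no effect and DMSO without agonist for full effect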
Mdm2-MdmX inh: disrupts the human Mdm2-MdmX interaction. inhibition, % at 8 µM. AID 485346. SaOS-2 split-luciferase Mdm2/MdmX complementation, luminescence. hit rate 3% among 330,000. O15151+Q00987;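 active = inhibition of at least 50% at 8 µM in the primary screen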
Target sequence (O15151 whole entry, looked up): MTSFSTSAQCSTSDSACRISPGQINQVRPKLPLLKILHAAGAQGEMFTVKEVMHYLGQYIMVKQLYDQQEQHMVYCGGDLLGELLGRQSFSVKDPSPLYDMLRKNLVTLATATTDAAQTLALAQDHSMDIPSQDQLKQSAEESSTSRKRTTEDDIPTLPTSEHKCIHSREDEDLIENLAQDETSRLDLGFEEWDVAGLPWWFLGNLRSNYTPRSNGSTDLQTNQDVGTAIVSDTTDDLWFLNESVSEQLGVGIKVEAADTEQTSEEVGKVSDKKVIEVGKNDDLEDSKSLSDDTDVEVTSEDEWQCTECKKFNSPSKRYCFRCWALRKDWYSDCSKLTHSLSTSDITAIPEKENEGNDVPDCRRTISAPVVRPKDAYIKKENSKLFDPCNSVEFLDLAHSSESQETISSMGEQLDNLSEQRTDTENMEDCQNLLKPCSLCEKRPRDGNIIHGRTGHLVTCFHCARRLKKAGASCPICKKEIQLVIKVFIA
Target sequence (Q00987 whole entry, looked up): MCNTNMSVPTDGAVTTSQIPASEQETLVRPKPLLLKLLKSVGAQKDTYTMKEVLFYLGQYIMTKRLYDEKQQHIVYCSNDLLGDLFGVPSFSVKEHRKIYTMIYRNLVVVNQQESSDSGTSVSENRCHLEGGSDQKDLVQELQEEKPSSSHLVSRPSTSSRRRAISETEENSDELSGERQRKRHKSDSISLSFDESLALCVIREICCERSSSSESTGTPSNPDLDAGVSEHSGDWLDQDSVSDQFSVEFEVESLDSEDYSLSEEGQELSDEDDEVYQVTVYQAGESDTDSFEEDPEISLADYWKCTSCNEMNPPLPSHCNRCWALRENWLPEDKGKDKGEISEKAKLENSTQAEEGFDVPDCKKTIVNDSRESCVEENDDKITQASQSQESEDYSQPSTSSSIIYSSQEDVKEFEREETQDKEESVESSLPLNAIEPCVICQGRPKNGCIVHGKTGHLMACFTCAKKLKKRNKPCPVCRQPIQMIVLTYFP
EBI2 antag: antagonists of human EBI2 receptor. AID 651636. inhibition, % at 5 µM. EBI2 beta-arrestin recruitment, luminescence, 7a,25-OHC stimulated. hit rate 0.81% among 360,000; in the data active = inhibition above about 38%;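 note: enzyme fragment complementation signal reports receptor beta-arrestin coupling in cells; 0% = agonist plus DMSO wells and 100% = wells without agonist; some results beyond the cut were filed as inactive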
UPR XBP1 act: adaptive UPR (XBP1) activation; activation, % at 20 µM; CHO-XBP1 luciferase reporter, IRE1-XBP1 UPR activation, luminescence; percent of tunicamycin response, DMSO as zero; hit rate 0.33% among 330,000;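 active = versus positive control, 20 µM dose yields 30% or more activation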;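 note: 100% = tunicamycin at 10 µg/mL and 0% = DMSO only wells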
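Material: CHO cell line with stable XBP1 luciferase reporter; schedule: 16-18 h cell attachment at 37 °C, then 6 h compound exposure; signal: glow luminescence from Steady-Glo reagent; medium: serum-containing F12 medium, 10% FBS; benchmarks: tunicamycin 10 µg/mL and vehicle-only wells; read-out: percent activation relative to tunicamycin reference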
UPR CHOP act: apoptotic UPR (CHOP) activation | hit rate 0.34% among 330,000 | AID 449763 | activation, % at 10 µM | CHO-CHOP luciferase reporter, luminescence; percent of tunicamycin response over DMSO baseline;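 active = at 10 µM dose, activation of 40% or more, normalized to positive control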;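 note: 100% = tunicamycin at 10 µg/mL and 0% = DMSO alone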
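assay system = CHO CHOP reporter cells | amount = 500 CHO-CHOP cells per well | buffer or medium = F12 with 10% FBS | incubation = 16-18 h cell attachment, then 6 h compound exposure, 37 °C | detection = luminescence read with Steady-Glo | read-out = percent activation relative to tunicamycin control | controls = tunicamycin high control, DMSO low control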
697 NFkB inh: inhibitors of the PMA/ionomycin-induced NF-kB reporter in 697 B cells. 697 B-cell NF-kB luciferase reporter, 16 h. inhibition, % at 4 µM. hit rate 0.33% among 330,000. AID 435022; in the data active = inhibition above about 35%
Numbers without * were called inactive. Rows are unselected; 5% or so of the library scored in one or more.

`CCOC(=O)c1c(-c2ccc(OC)cc2)csc1NC(=O)CSc1nnc(C)c(=O)[nH]1` gave Gli-Sufu block -12, CXCR6 inh -13, Jurkat NFkB inh -1, CCR6 antag 6, Mdm2-MdmX inh -18, EBI2 antag 3, UPR XBP1 act 2, UPR CHOP act -0.8 and 697 NFkB inh 10.
Screening O=C(c1cc(S(=O)(=O)N2CCOCC2)c(Cl)cc1Cl)N1CCCCC1 returned Gli-Sufu block 6, CXCR6 inh 3, Jurkat NFkB inh -1, CCR6 antag -5, Mdm2-MdmX inh 7, EBI2 antag 2, UPR XBP1 act -4, UPR CHOP act -0.1 and 697 NFkB inh -6.
`O=S(=O)(Nc1ncccn1)c1ccc(NC(=S)Nc2ccccc2Cl)cc1` gave Gli-Sufu block -3, CXCR6 inh 7, Jurkat NFkB inh 8, CCR6 antag 15, Mdm2-MdmX inh 21, EBI2 antag -13, UPR XBP1 act -1, UPR CHOP act 2.3 and 697 NFkB inh 20.
`COC(=O)[C@H](Cc1ccccc1)NC(=O)Nc1ccc(OC)cc1` gave Gli-Sufu block -2, CXCR6 inh 6, Jurkat NFkB inh -13, CCR6 antag 1, Mdm2-MdmX inh -4, EBI2 antag 5, UPR XBP1 act -4, UPR CHOP act -1.0 and 697 NFkB inh 3.
Screening CC1(c2ccc3ccccc3c2)NC(=O)N(CC(=O)O)C1=O (configuration not stated) returned Gli-Sufu block -21, CXCR6 inh -9, Jurkat NFkB inh -26, CCR6 antag -2, Mdm2-MdmX inh -28, EBI2 antag -8, UPR XBP1 act 0, UPR CHOP act 0.7 and 697 NFkB inh -23.
CCOc1ccc(C(=O)N2CCc3ccccc32)cc1 was read as Gli-Sufu block -67, CXCR6 inh -20, Jurkat NFkB inh -66, CCR6 antag 8, Mdm2-MdmX inh -38, EBI2 antag -6, UPR XBP1 act 2, UPR CHOP act 4.2 and 697 NFkB inh -78.
For O=C(NCc1ccc(F)cc1)C1(S(=O)(=O)c2ccc(Cl)cc2)CC1 the results were Gli-Sufu block -8, CXCR6 inh -5, Jurkat NFkB inh 10, CCR6 antag 14, Mdm2-MdmX inh -12, EBI2 antag -2, UPR XBP1 act 0, UPR CHOP act 1.3 and 697 NFkB inh 5.
Screening CN(CC(=O)Nc1cccc(F)c1)C(=O)c1ccccc1Sc1ccccc1C#N returned Gli-Sufu block 0, CXCR6 inh -12, Jurkat NFkB inh 4, CCR6 antag 11, Mdm2-MdmX inh 13, EBI2 antag 14, UPR XBP1 act -2, UPR CHOP act -0.3 and 697 NFkB inh 7.
CC(C)c1ccc(NC(=O)c2n[nH]c(=O)c3ccccc23)cc1 was read as Gli-Sufu block -79, CXCR6 inh 3, CCR6 antag -1 and EBI2 antag -16.
For CCCN(CCC)C(=O)CSc1nc2ccccc2c(=O)n1CC1COc2ccccc2O1 (configuration not stated) the results were Gli-Sufu block 7, CXCR6 inh 26, Jurkat NFkB inh -16, CCR6 antag 25, Mdm2-MdmX inh 45, EBI2 antag -7, UPR XBP1 act 4, UPR CHOP act -0.4 and 697 NFkB inh -1.
For COCCCNc1nc(-c2ccc(Cl)cc2)nc2ccccc12 the results were Gli-Sufu block 17, CXCR6 inh 10, Jurkat NFkB inh 2, CCR6 antag 14, Mdm2-MdmX inh 19, EBI2 antag 33, UPR XBP1 act 0, UPR CHOP act 0.1 and 697 NFkB inh -6.
`O=C(CN(C(=O)CCC(=O)Nc1nccs1)c1ccc2c(c1)OCO2)NCc1ccccc1` gave Gli-Sufu block -9, CXCR6 inh 0, Jurkat NFkB inh -4, CCR6 antag 4, Mdm2-MdmX inh 7, EBI2 antag -3, UPR XBP1 act -3, UPR CHOP act -0.7 and 697 NFkB inh 0.
For C#CCSc1nnc(-c2cccc3ccccc23)o1 the results were Gli-Sufu block -5, CXCR6 inh 10, Jurkat NFkB inh -12, CCR6 antag 12, Mdm2-MdmX inh 9, EBI2 antag -6, UPR XBP1 act 2, UPR CHOP act 1.1 and 697 NFkB inh 5.
Screening C=C(C)Cn1c(CCCNC(=O)CC)nc2ccccc21 returned Gli-Sufu block -2, CXCR6 inh -2, Jurkat NFkB inh 5, CCR6 antag 9, Mdm2-MdmX inh 12, EBI2 antag -1, UPR XBP1 act -5, UPR CHOP act -1.0 and 697 NFkB inh 14.
Screening O=C(CCc1nnc(C2(c3ccc(Cl)cc3)CCC2)o1)N1CCCC1 returned Gli-Sufu block 3, CXCR6 inh -1, Jurkat NFkB inh -53, CCR6 antag 14, Mdm2-MdmX inh -54, EBI2 antag 2, UPR XBP1 act 0, UPR CHOP act 5.0 and 697 NFkB inh -77.
Cc1ccc(CNC(=O)COC(=O)Cn2nc(C)c([N+](=O)[O-])c2C)cc1 was read as Gli-Sufu block 8, CXCR6 inh -1, Jurkat NFkB inh -8, CCR6 antag -9, Mdm2-MdmX inh 8, EBI2 antag -3, UPR XBP1 act 2, UPR CHOP act -0.6 and 697 NFkB inh -3.
Screening Cc1cc(Cl)ccc1NC(=O)CSc1nnc(-c2ccncc2)n1Cc1ccco1 returned Gli-Sufu block 1, CXCR6 inh 9, Jurkat NFkB inh -2, CCR6 antag 8, Mdm2-MdmX inh -8, EBI2 antag 14, UPR XBP1 act -1, UPR CHOP act -0.6 and 697 NFkB inh -15.
For O=C(NC1CCCCC1)C1CC(=O)N(c2ccc(Cl)cc2)C1 (configuration not stated) the results were Gli-Sufu block 1, CXCR6 inh -5, Jurkat NFkB inh 15, CCR6 antag 14, Mdm2-MdmX inh 10, EBI2 antag 25, UPR XBP1 act -1, UPR CHOP act 0.4 and 697 NFkB inh 3.
Screening Cc1[nH]c2ccccc2c1/C=N/NC(=O)c1cc(-c2cccs2)[nH]n1 returned Gli-Sufu block -5, CXCR6 inh -15, Jurkat NFkB inh 9, CCR6 antag -15, Mdm2-MdmX inh 33, EBI2 antag -5, UPR XBP1 act 7, UPR CHOP act 1.2 and 697 NFkB inh 12.
For Cc1ccc(C(=O)NNC(=O)C2CCN(S(=O)(=O)c3ccc(C)cc3)CC2)cc1 the results were Gli-Sufu block -5, CXCR6 inh 2, Jurkat NFkB inh -1, CCR6 antag 5, Mdm2-MdmX inh -6, EBI2 antag -3, UPR XBP1 act -1, UPR CHOP act 0.8 and 697 NFkB inh -2.
For CN(C)S(=O)(=O)c1ccc(Cl)c(NC(=O)COC(=O)c2ccc3c(c2)NC(=O)CS3)c1 the results were Gli-Sufu block -6, CXCR6 inh 3, Jurkat NFkB inh -7, CCR6 antag 11, Mdm2-MdmX inh 7, EBI2 antag 5, UPR XBP1 act -1, UPR CHOP act -1.6 and 697 NFkB inh -13.
For CCCCn1c(N)c(N(CC)C(=O)c2cccc(S(=O)(=O)N3CCN(C)CC3)c2)c(=O)[nH]c1=O the results were Gli-Sufu block 0, CXCR6 inh 0, Jurkat NFkB inh 9, CCR6 antag -2, Mdm2-MdmX inh 21, EBI2 antag 0, UPR XBP1 act 0, UPR CHOP act 5.0 and 697 NFkB inh 15.
O=C1c2cccc3cccc(c23)C(=O)N1CC1CCCO1 (configuration not stated) was read as Gli-Sufu block -6, CXCR6 inh 4, Jurkat NFkB inh 3, CCR6 antag 7, Mdm2-MdmX inh -1, EBI2 antag -6, UPR XBP1 act 0, UPR CHOP act 2.2 and 697 NFkB inh 7.
COc1ccc(OCC(=O)Nc2cccc(-c3nc4ccccc4[nH]3)c2)cc1 was read as Gli-Sufu block -43, CXCR6 inh -4, Jurkat NFkB inh -18, CCR6 antag -9, Mdm2-MdmX inh -48, EBI2 antag 9, UPR XBP1 act 5, UPR CHOP act 5.8 and 697 NFkB inh -15.
Cc1ccc(C(=O)N2CCNC(=O)C2CC(=O)Nc2ccccc2)cc1 (configuration not stated) was read as Gli-Sufu block 7, CXCR6 inh -3, Jurkat NFkB inh 11, CCR6 antag -5, Mdm2-MdmX inh 25, EBI2 antag 1, UPR XBP1 act -3, UPR CHOP act 2.9 and 697 NFkB inh 5.
Nc1ccc2nc3c(=O)n(CCc4ccccc4)c(=O)[nH]c3nc2c1 was read as Gli-Sufu block 26, CXCR6 inh -26, Jurkat NFkB inh 5, CCR6 antag -8, Mdm2-MdmX inh 18, EBI2 antag 6, UPR XBP1 act 0, UPR CHOP act 2.7 and 697 NFkB inh 19.
`O=C(N/N=C/c1ccc(O)c(O)c1)c1cccc(S(=O)(=O)N2CCCCC2)c1` gave Gli-Sufu block -2, CXCR6 inh 0, Jurkat NFkB inh -5, CCR6 antag 2, Mdm2-MdmX inh -3, EBI2 antag 0, UPR XBP1 act 1, UPR CHOP act -0.3 and 697 NFkB inh -28.
`O=C1c2ccccc2CN1CCNS(=O)(=O)c1ccc(Cl)cc1` gave Gli-Sufu block -3, CXCR6 inh 6, Jurkat NFkB inh 7, CCR6 antag -14, Mdm2-MdmX inh 11, EBI2 antag 5, UPR XBP1 act 2, UPR CHOP act -1.8 and 697 NFkB inh -28.
Screening COc1ccc(-c2c(NC(=O)c3ccco3)oc3c(C)cccc3c2=O)cc1OC returned Gli-Sufu block -10, CXCR6 inh -2, Jurkat NFkB inh -7, CCR6 antag 1, Mdm2-MdmX inh 7, EBI2 antag 7, UPR XBP1 act -2, UPR CHOP act -2.8 and 697 NFkB inh -1.
Screening COc1ccc(C2=NN(S(C)(=O)=O)C(c3ccc4nccnc4c3)C2)cc1 (configuration not stated) returned Gli-Sufu block -87, CXCR6 inh -1, Jurkat NFkB inh -54, CCR6 antag -8, Mdm2-MdmX inh -43, EBI2 antag -2, UPR XBP1 act 3, UPR CHOP act 4.6 and 697 NFkB inh -48.
C=CCc1c(C)nc(SC)nc1Nc1ccc(C(=O)O)cc1 was read as Gli-Sufu block 0, CXCR6 inh 1, Jurkat NFkB inh -3, CCR6 antag 15, Mdm2-MdmX inh 7, EBI2 antag -8, UPR XBP1 act 1, UPR CHOP act -1.6 and 697 NFkB inh 7.
Screening CCOC(=O)C(C)Sc1nc2c(c(-c3cccs3)c1C#N)CCC2 (configuration not stated) returned Gli-Sufu block 10, CXCR6 inh 9, Jurkat NFkB inh 2, CCR6 antag 21, Mdm2-MdmX inh 1, EBI2 antag 13, UPR XBP1 act 1, UPR CHOP act -0.8 and 697 NFkB inh 15.
COCCN=C1NC(=O)C(CC(=O)Nc2cccc(Cl)c2C)S1 (configuration not stated) was read as Gli-Sufu block -2, CXCR6 inh 10, Jurkat NFkB inh 6, CCR6 antag 7, Mdm2-MdmX inh 0, EBI2 antag 12, UPR XBP1 act -1, UPR CHOP act 1.0 and 697 NFkB inh 8.

For convenience, part of the list above.
C=CCc1c(C)nc(SC)nc1Nc1ccc(C(=O)O)cc1 was read as Gli-Sufu block 0, CXCR6 inh 1, Jurkat NFkB inh -3, CCR6 antag 15, Mdm2-MdmX inh 7, EBI2 antag -8, UPR XBP1 act 1, UPR CHOP act -1.6 and 697 NFkB inh 7.
Screening CCOC(=O)C(C)Sc1nc2c(c(-c3cccs3)c1C#N)CCC2 (configuration not stated) returned Gli-Sufu block 10, CXCR6 inh 9, Jurkat NFkB inh 2, CCR6 antag 21, Mdm2-MdmX inh 1, EBI2 antag 13, UPR XBP1 act 1, UPR CHOP act -0.8 and 697 NFkB inh 15.
COCCN=C1NC(=O)C(CC(=O)Nc2cccc(Cl)c2C)S1 (configuration not stated) was read as Gli-Sufu block -2, CXCR6 inh 10, Jurkat NFkB inh 6, CCR6 antag 7, Mdm2-MdmX inh 0, EBI2 antag 12, UPR XBP1 act -1, UPR CHOP act 1.0 and 697 NFkB inh 8.

Assay outcomes from PubChem BioAssay.
